Screening results (PubChem BioAssay)
Pin1 inh: blocks the human prolyl isomerase Pin1 | Q13526 | Pin1 FP peptide displacement, HiFluor488, 10 min | Potency, µM (titrated, usually from 115 µM), for inactives: top-dose activity, negative = inhibition, usual class: inhibitors | hit rate 0.009% among 390,000 | AID 504891; active means well fitted inhibition curve with a large enough effect in the polarisation, with a control signal flat, not every such curve was filed as active; inconclusive means small, poorly fitted or top-dose-only effect, or effect the other way, or a change in a side signal; inactive means no such curve, though single readings can be large or run the other way; the % refers to the polarisation; further: potency means the concentration at half of the fitted maximal effect; on the % scale 0 is the no-effect control and ±100 the full control effect
Target sequence (Q13526 whole entry, looked up): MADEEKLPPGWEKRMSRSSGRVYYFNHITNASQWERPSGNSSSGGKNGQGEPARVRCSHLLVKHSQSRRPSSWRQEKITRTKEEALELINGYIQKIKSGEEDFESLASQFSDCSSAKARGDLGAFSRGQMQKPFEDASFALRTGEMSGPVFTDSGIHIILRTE
PI4K2A inh: inhibitors of human PI4K2A | purified PI4K2A, ADP-Glo luminescence, 1 h; active compounds read low | activity change, negative = inhibition, % at 76.9 µM | hit rate 0.13% among 420,000 | Q9BTU6; in the data active means activity change below about -50%; inconclusive means mostly about -30% to -49%;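 further: -100% = wells without enzyme as full effect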
Target sequence (Q9BTU6 whole entry, looked up): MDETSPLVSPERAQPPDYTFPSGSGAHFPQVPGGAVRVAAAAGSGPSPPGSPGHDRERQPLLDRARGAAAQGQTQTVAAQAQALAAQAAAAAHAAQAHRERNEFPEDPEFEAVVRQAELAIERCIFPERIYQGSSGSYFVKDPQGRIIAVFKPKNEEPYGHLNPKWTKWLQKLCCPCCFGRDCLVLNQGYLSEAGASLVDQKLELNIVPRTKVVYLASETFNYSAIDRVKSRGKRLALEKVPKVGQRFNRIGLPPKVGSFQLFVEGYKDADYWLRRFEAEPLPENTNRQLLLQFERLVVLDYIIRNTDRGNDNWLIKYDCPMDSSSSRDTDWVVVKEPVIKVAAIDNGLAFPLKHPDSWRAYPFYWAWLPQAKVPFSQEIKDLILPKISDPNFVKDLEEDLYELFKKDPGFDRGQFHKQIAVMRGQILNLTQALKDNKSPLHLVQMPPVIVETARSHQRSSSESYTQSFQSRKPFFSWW
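PI4K2A activity was measured by ADP-Glo luminescence: enzyme (4 ug/mL stock) and phosphatidylinositol (1.2 mM stock) in Tris pH 7.5/MgCl2/EGTA/Triton X-100 buffer were reacted with ATP (300 microM stock) for one hour at ambient temperature.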
TrxR1 substrate: rat thioredoxin reductase 1 substrate activity | O89049 | purified TrxR1 substrate turnover, NADPH consumption readout | Potency, µM (doses to about 114 µM), inactives show top-dose activity change, negative = substrate turnover | hit rate 0.01% among 390,000 | AID 588456; further: potency means the concentration at half of the fitted maximal effect; on the % scale 0 is the no-effect control and ±100 the full control effect; nearly all actives have a fitted effect of over 50% in size
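Rat TrxR1, dispensed at 90 nM, was prereduced with 400 uM NADPH (final) for 5 min at ~22 deg C, then incubated with compound 15 min before 400 uM selenite. A first-read NADPH fluorescence drop versus no-compound background flagged substrates.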
TrxR1 inh: inhibitors of rat thioredoxin reductase 1 | O89049 | recombinant rTrxR1, NADPH fluorescence consumption, selenite substrate | Potency, µM (series often up to 114 µM), for the others: top-dose activity change, negative = inhibition, actives largely listed as inhibitors | hit rate 1% among 390,000; further: potency means the concentration at half of the fitted maximal effect; on the % scale 0 is the no-effect control and ±100 the full control effect; nearly all actives have a fitted effect of over 65% in size
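Rat TrxR1 (90 nM in the dispensed reagent) was pre-reduced with 400 uM NADPH for 5 min at room temperature, then incubated with compound for 15 min. After 400 uM selenite was added, NADPH fluorescence (Ex 340/Em 450 nm) was followed for 8 min.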
PGK inhibitor: inhibitors of T. brucei phosphoglycerate kinase. P07378. PGK/GAPDH coupled, Kinase-Glo luminescence, 60 min. Potency, µM (highest dose often 57.5 µM), inactives show at the top dose activity change, negative = inhibition, most hits filed as inhibitors. hit rate 0.043% among 380,000. AID 602233; further: potency means the concentration at half of the fitted maximal effect; on the % scale 0 is the no-effect control and ±100 the full control effect; nearly all actives have a fitted effect of over 60% in size
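Recombinant glycosomal PGK reaction used 1,3-bisphosphoglycerate generated in-well by GAPDH (100nM final) in 100mM TEA pH 7.6, 5mM MgCl2, 0.01% Tween-20. After 60 minutes at room temperature, ATP was read by Kinase-Glo Plus luminescence end-point.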
IDH1 R132H inh: blocks human mutant IDH1 R132H enzyme; O75874; IDH1-R132H enzyme, NADPH consumption, diaphorase/resazurin fluorescence; Potency, µM (top dose mostly 76.6 µM), for inactives: at the highest dose activity change, negative = inhibition, actives largely listed as inhibitors; hit rate 0.093% among 390,000; AID 602179; further: potency means the concentration at half of the fitted maximal effect; on the % scale 0 is the no-effect control and ±100 the full control effect; nearly all actives have a fitted effect of over 65% in size
Target sequence (O75874 whole entry R132H, stated change not applied): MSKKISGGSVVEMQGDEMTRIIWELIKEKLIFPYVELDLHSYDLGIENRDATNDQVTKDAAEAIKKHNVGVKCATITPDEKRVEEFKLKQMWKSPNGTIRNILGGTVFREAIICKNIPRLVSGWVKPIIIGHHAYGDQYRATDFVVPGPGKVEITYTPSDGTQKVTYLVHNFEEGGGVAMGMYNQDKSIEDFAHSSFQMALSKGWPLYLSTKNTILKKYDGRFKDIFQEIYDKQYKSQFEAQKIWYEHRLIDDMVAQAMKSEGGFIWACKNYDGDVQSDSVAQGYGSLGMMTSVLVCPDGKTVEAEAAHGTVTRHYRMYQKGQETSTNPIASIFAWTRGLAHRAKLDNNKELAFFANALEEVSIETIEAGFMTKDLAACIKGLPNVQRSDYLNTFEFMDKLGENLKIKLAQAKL
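IDH1-R132H (0.5 ug/mL) preincubated 30 min with compound, then NADPH (0.016 mM) and alpha-KG (2 mM) added; 80 min at RT, pH 7.5. Remaining NADPH coupled via diaphorase/resazurin to fluorescence (540/590 nm); concentration-response curves normalized to no-enzyme control.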
HP1b chromo inh: HP1-beta chromodomain-methylated histone interaction inhibition. Potency, µM (titrated, usually from 114 µM), without a hit: at the top dose activity change, negative = inhibition, hits mostly inhibitors. AID 540317. P83916. hit rate 0.56% among 390,000. AlphaScreen HP1-beta / biotin-H3K9me3 peptide binding; further: potency means the concentration at half of the fitted maximal effect; nearly all actives have a fitted effect of over 70% in size; inactives centre near 23
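HP1-beta protein (50 nM final) preincubated 30 min at room temperature with biotinylated H3(1-18)K9me3 peptide (50 nM) in PBS pH 7.4, 0.01% Tween-20, then compound added for 30 min. AlphaScreen streptavidin donor/nickel chelate acceptor beads (10 ug/mL final), 30 min dark, luminescence read.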
USP1 inh: inhibitors of human USP1/UAF1 deubiquitinase; hit rate 0.23% among 390,000; Potency, µM (doses to about 57.1 µM), without a hit: top-dose activity change, negative = inhibition, most hits filed as inhibitors; recombinant USP1/UAF1, Ub-Rhodamine cleavage fluorescence; further: potency means the concentration at half of the fitted maximal effect; on the % scale 0 is the no-effect control and ±100 the full control effect; nearly all actives have a fitted effect of over 60% in size; inactives centre near -12
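USP1/UAF1 complex at 1 nM was preincubated with compound for 15 min at room temperature, then Ub-Rho substrate (150nM final) was added. Fluorescence (480/540 nm) was read kinetically, 6 reads every 60 seconds.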
GLS inhibitor: inhibitors of human glutaminase (GLS); O94925; GLS enzymatic activity, qHTS titration; Potency, µM (top dose mostly 45.5 µM), without a hit: top-dose activity change, negative = inhibition, most hits filed as inhibitors; hit rate 0.21% among 410,000; AID 624170; further: potency means the concentration at half of the fitted maximal effect; on the % scale 0 is the no-effect control and ±100 the full control effect
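Read-out is an Amplex red fluorescence increase coupled through glutamate oxidase and HRP, measured before and after 30 min room-temperature incubation. hKGA is in 45 mM KH2PO4 (pH 8.2) with 0.02% Tween-20; glutamine added as 1mM solution.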
Starred values were filed as active, the others as inactive; i = inactive; ? = inconclusive; · = no result given; & = joins results of further samples; [ ] = another dose, or the depositor's remark. Unless noted, the call rests on the fitted dose curve; in most records, active means well fitted curve in the direction sought with a large enough effect; inconclusive means small, poorly fitted or top-dose-only effect, or another doubt; inactive means no such curve, though single readings can be large; an effect the other way counts as inactive or inconclusive. A portion of the library; count on the stated rates, not on these rows.

item	Structure	Pin1 inh	PI4K2A inh	TrxR1 substrate	TrxR1 inh	PGK inhibitor	IDH1 R132H inh	HP1b chromo inh	USP1 inh	GLS inhibitor
1	Cc1cc(=O)oc2cc(NC(=O)C3COc4ccccc4O3)ccc12 (centres undefined)	12%	-3	11%	9%	-8%	-3%	24%	?	0%
2	Cc1nc(-c2ccccc2)sc1C(=O)CSc1ccc(F)cc1	-1%	2	7%[57.1 µM]	7%[57.1 µM]	-1%	2%	289%[activator]	-17%	16%
3	CCS(=O)(=O)NCCCCc1ccccc1	0%	0	7%[57.1 µM]	21%[57.1 µM]	0%	5%	30%[activator]	4%	-3%
4	CCOC(=O)C1C(=O)C=C(N2CCOCC2)CC1c1cccc(OC)c1 (centres undefined)	-4%	1	1%	2%	3%	1%	16%	2%	12%
5	CNc1ccc(C(=O)OCC(=O)NCc2ccc3c(c2)OCO3)cc1[N+](=O)[O-]	11%	-2	-1%	31%	-4%	-2%	36%	-16%	4%
6	CCOC(=O)C1CCCN(CC(=O)NC2CC2)C1 (centres undefined)	3%	3	3%	12%	-5%	3%	18µM*	-7%	-8%
7	O=C(Nc1ccc2ccccc2c1)c1ccc2[nH]c(=O)c(=O)[nH]c2c1	?	6	-1%	-5%	0%	0%	19%	-14%	-19%
8	O=C(CC1N=C2c3ccccc3N=C(SCc3cccc(Cl)c3)N2C1=O)NCCc1ccccc1 (centres undefined)	51%[activator]	3	-3%[57.1 µM]	5%[57.1 µM]	i	-16%	29%	-14%	2%
9	O=C(c1ccc(Br)o1)N(Cc1ccccc1)Cc1ccccc1	?	-3	-11%	23%[57.1 µM]	2%	-11%	?	?	-4%
10	COc1ccc(CNC(=O)Nc2ccc3c(c2)N(C)C(=O)c2ccccc2S3)cc1	-1%	2	-2%	-14%	-1%	-11%	21%	-13%	-13%
11	CN(CC(=O)Nc1ccccc1C(F)(F)F)C(=O)CCc1nc2ccccc2c(=O)[nH]1	8%	-3	-4%	6%	-1%	1%	30%	-12%	-1%
12	O=c1c2ccccc2[nH]c(=S)n1CCCN1CCN(C2CCCCC2)CC1	-4%	6	5%[57.1 µM]	2%[57.1 µM]	-1%	1%	48%	-13%	9%
13	CC(=O)c1cccc(NC(=O)[C@H](Cc2ccccc2)N2Cc3ccccc3C2=O)c1	-4%	-1	2%	18%	-9%	1%	18%	-23%	5%
14	Cc1cc(C)cc(NC(=O)C2CCN(S(=O)(=O)c3ccc4c(c3)NC(=O)C(C)S4)CC2)c1 (centres undefined)	60%[activator]	-1	1%	16%	-8%	-1%	19%	-32%	6%
15	Cc1c(C(=O)Nc2c(F)cccc2F)sc2ncnc(N3CCN(c4ccccc4)CC3)c12	5%	1	5%	26%	-3%	-2%	4%	-21%	1%
16	Cn1cc(S(=O)(=O)c2cccc(Cl)c2)c(=O)c2cc(F)c(N3CCN(c4ccc(F)cc4)CC3)cc21	1%	3	22%	16%	10%	0%	38%	-18%	7%
17	CC(=O)Nc1cccc(C(=O)/C=C/c2ccco2)c1	?	0	-13%	?	-4%	0%	6%	-9%	-12%
18	COc1ccc(OCc2nnc(SCc3ccc(C(=O)O)cc3)o2)cc1	21%	-1	8%	26%[57.1 µM]	4%	0%	-28%	1%	-10%
19	Cc1cccc(OCC(=O)Nc2ccc3c(C)cc(=O)oc3c2)c1	17%	-1	42%	12%[57.1 µM]	-3%	4%	10%	-3%	11%
20	Cc1ccccc1NC(=O)CSc1nnc2ccc(-c3ccccn3)nn12	-1%	8	5%	9%	i	11%	47%[activator]	-16%	-3%
21	COc1ccc(C)cc1NC(=O)CCNC(=O)Cn1ccc2ccccc2c1=O	2%&-3%	-3&-2	1%	25%&14%	-3%&3%	-1%&10%	45%&27%[activator]	-6%&-17%	2%&-3%
22	COCCNc1nc(Cl)c(C#N)s1	0%	4	1%	12%	6%	7%	35%	-10%	8%
23	Cc1ccc(NC(=O)CCN2C(=O)C3CC=CCC3C2=O)cc1Cl (centres undefined)	-7%	5	-3%	16%	i	7%	40%[activator]	-10%	-2%
24	CC(C)(C)CN1CCC(Oc2cccc(C(=O)N3CCC[C@H]3CO)c2)CC1	-10%	-1	?	-14%	-1%	0%	17%	-9%	15%
25	O=C(N/N=C/c1c[nH]c2ccccc12)c1ccccc1O	-7%	4	-12%	-14%	6%	5%	20%	-30%	2%
26	COc1ccc(Oc2cccc(Cl)c2CNC(=O)CC(C)(C)CC(=O)O)cc1	0%	1	-15%	?	7%	-7%	33%	-1%	8%
27	O=C(NCC(=O)N1CCN(C(=O)c2ccco2)CC1)c1ccccc1	0%	-2	5%	6%	-3%	-3%	7%	0%	6%
28	CCC(=O)NC(c1ccc(Cl)cc1Cl)c1ccc2cccnc2c1O (centres undefined)	-1%	-4	-11%	-17%	3%	-4%	40%[activator]	-5%	11%
29	Cc1ccc(CNC(=O)c2ccc(CNS(=O)(=O)c3ccc4c(c3)C(C)(C)C(=O)N4C)cc2)o1	-1%	-4	2%	?	1%	-8%	18%	-19%	6%
30	Cc1ccc(NC(=O)[C@H](NC(=O)[C@@H]2Cc3ccccc3CN2)c2ccccc2)cc1	1%	4	3%	22%	-3%	-13%	9%	-10%	10%
31	CC(C)OC(=O)c1c(NC(=O)C2CC=CCC2C(=O)O)sc2c1CCCCC2 (centres undefined)	-10%	-1	9%	7%	?	5%	-28%	-15%	9%
32	CCOc1ccc(CCNC(=O)CSCC(=O)Nc2cccc(C)c2)cc1OCC	-4%	0	-6%	9%	i	-9%	-2%	-7%	-4%
33	COc1cc(C(=O)N/C(=C\c2cn(C)c3ccccc23)C(=O)NCCCO)cc(OC)c1OC	7%	-1	-14%	4%	-2%	1%	18%	7%	9%
34	C[C@@H]1CN([C@@H](C)CO)S(=O)(=O)c2ccc(Br)cc2O[C@H]1CN(C)C(=O)Nc1ccc(C(F)(F)F)cc1	·	-4	·	·	-8%	?	·	?	3%
35	Cc1ccc(C)c(NC(=O)CSc2nnc(-c3cc4occc4n3C)n2-c2ccccc2C)c1	8%	0	-6%	1%	-4%	-10%	0%	-9%	5%
36	COc1ccc(NC(=O)C2CC(=O)N(c3ccc(C)cc3)C2)cc1S(=O)(=O)N1CCCCC1 (centres undefined)	·	2	·	·	7%	9%	·	2%	1%
37	CCc1cccc(NC(=O)CCNS(=O)(=O)c2ccc3c(c2)CCN3C(C)=O)c1	-4%	4	4%	14%	-3%	28%	59%[activator]	?	-11%
38	C[C@@H]1CN([C@@H](C)CO)C(=O)Cc2cc(NS(=O)(=O)c3cn(C)cn3)ccc2O[C@@H]1CN(C)C(=O)Nc1ccccc1	-2%	-1	6%	?	3%	-2%	36%	-21%	0%
39	C=C1CCN([C@@H](CC(C)C)C(=O)NCc2ccco2)S(=O)(=O)c2ccccc21	-2%	-1	3%	-20%	0%	5%	-2%	8%	2%
40	CC(C)(C)[C@H]1C=C(C(=O)N2CCOCC2)O[C@@H](OCc2ccc(CO)cc2)C1	3%	-1	5%[57.1 µM]	16%[57.1 µM]	-5%	-13%	25%	2%	-1%
41	CC(=O)OCC1=C(C(=O)O)N2C(=O)C(NC(=O)c3ccc(COc4ccc(Cl)cc4)o3)C2SC1 (centres undefined)	?	12	11%	?	?	-15%	0%	-2%	26%
42	N#Cc1ccccc1Sc1ccccc1N	54%[activator]	4	9%	27%[57.1 µM]	5%	3%	33%	-5%	12%
43	Cc1ccc2nc(N3C(=O)C(O)=C(C(=O)c4ccco4)C3c3ccc(C)o3)sc2c1 (centres undefined)	?	-7	7%	?	i	5%	-8%[57 µM]	-24%	-13%
44	CC(=O)c1cccc(NC(=O)Cn2cnc(S(=O)(=O)N3CCc4ccccc43)c2)c1	2%	-3	3%	12%	10%	-4%	23%	-27%	-4%
45	COCCN(C(=O)c1ccco1)c1nnc(-c2ccc(F)cc2)s1	6%	-4	7%[57.1 µM]	-4%[57.1 µM]	-3%	8%	34%	-5%	-6%
46	COc1ccc(OC)c(S(=O)(=O)NCCc2csc(-c3cccnc3)n2)c1	-7%	-2	4%	1%	i	18%	32%	-15%	0%
47	O=C(NCCc1cccs1)C1CC(c2ccccc2F)=NO1 (centres undefined)	0%	4	2%	22%	-11%	-13%	29%	-9%	2%
48	COc1ccc(O)c(/C=N/NC(=S)NCCc2ccccc2)c1	5%	-1	20%	12%	-1%	5%	-5%	-23%	?
49	CN1C(c2ccc(F)cc2)=CS/C1=C(/C#N)c1nnc2n1-c1ccccc1SC2	3%	0	-7%	-20%	4%	-3%	10%	-10%	1%
50	CN(c1cccc(NC(=O)CN(c2cccc(Cl)c2)S(=O)(=O)c2ccc(Cl)cc2)c1)S(C)(=O)=O	3%	-2	-12%	-6%	8%	2%	15%	-4%	5%
51	COc1ccc(S(=O)(=O)NCC(c2cccnc2)N2CCN(c3ccccc3OC)CC2)cc1C (centres undefined)	-3%	0	-7%	-10%	-3%	1%	-6%	2%	21%
52	CN(c1ccccc1C(=O)NCc1ccccc1Cl)S(=O)(=O)c1ccccc1	-2%	-3	-2%	0%	-9%	4%	27%	-2%	1%
